PP1 counter – PP1-alpha phosphatase inhibitors, primary screen, counter-screen for PP5 inhibitor project, biochemical, fluorescence, OMFP substrate, single point. Serine/threonine-protein phosphatase PP1-alpha catalytic subunit (Homo sapiens), P62136. purified PP1alpha. inhibition, % at 6.7 µM. 0.9% of 320,000 active. AID 2235, 2010;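 active means inhibition above the mean inhibition of all tested compounds plus 3 SD, computed separately for each screening campaign, cut at about 15% in these data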
LYPLA2 inh – LYPLA2 inhibitors, primary screen, counter-screen for PME1 inhibitor project, biochemical, fluorescence polarization, FP-Rh probe ABPP; 0.38% of 320,000 active; recombinant LYPLA2; inhibition, % at 5.9 µM;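 active means inhibition above the screen-wide mean plus 3 SD, limit set per campaign, cut at about 26% in these data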;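 further: 0% = LYPLA2 with DMSO and 100% = wells lacking LYPLA2 enzyme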
CTSL1 counter – Fasciola hepatica cathepsin L1 inhibitors, primary screen, counter-screen for PFM18AAP inhibitor project, biochemical, QFRET, fluorogenic peptide substrate; recombinant F. hepatica cathepsin L1, Z-Leu-Arg-MCA fluorescence; inhibition, % at 5.96 µM; 0.49% of 300,000 active; AID 1906, 2009;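 active means inhibition above the mean of all tested compounds plus 3 SD, set per screening campaign, cut at about 17% in these data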;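 further: 0% = plate median of test compound wells and 100% = 1 µM Z-Phe-Ala-diazomethylketone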
HCV core dimer – inhibitors of HCV core protein dimerization, primary screen, biochemical, TR-FRET, high-throughput; TR-FRET GST/Flag-core106 dimerization, 1536-well; inhibition, % at 5 µM; 0.33% of 300,000 active; AID 1899, 2009;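 active means inhibition above the mean of all tested compounds plus 3 SD, set per screening campaign, cut at about 45% in these data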
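Assay system: tagged HCV core106 pair (GST and Flag); medium: KF-containing HEPES buffer, pH 7.45, DTT, CHAPS, BSA; also added: Eu donor and XL665 acceptor anti-tag antibodies; dosing: 5 µM single dose; timing: compound-protein-antibody incubation 4 h at 22.5 °C; signal: TR-FRET 671 and 617 nm emission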
TPT1 inhibitor – Candida albicans TPT1 enzyme inhibitors, primary screen, biochemical, fluorescence polarization | recombinant caTPT1, FP RNA substrate dephosphorylation | inhibition, % at 5 µM | 0.81% of 300,000 active | AID 1962, 2009;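 active means inhibition above the mean of all tested compounds plus 3 SD, set per screening campaign, cut at about 24% in these data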;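 further: plate controls were DMSO alone for no effect and ferristatin control at 100 nM for full effect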
Efflux pump inh – inhibitors of Candida efflux pumps in yeast, primary screen, S. cerevisiae, Nile Red, multiplex | 0.44% of 330,000 active | inhibition, % at 10 µM | S. cerevisiae Candida pump triplex | AID 485275, 2010;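 active means plate passing quality check with inhibition over a set limit, or well fluorescence over plate mean plus 4 SD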;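 further: Nile Red retained in pooled yeast measured as flow cytometry median fluorescence; 0% = buffer negative control and 100% = Enniatin B positive control; higher means more Nile Red kept so more efflux inhibition; some compounds called inactive have numbers as strong as hits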
JMJD2C inh – inhibitors of GASC-1 histone demethylase, primary screen, biochemical, fluorescence, DELFIA europium. Lysine-specific demethylase 4C (Homo sapiens), Q9H3R0. GST-JMJD2C(1-420) H3K9me3 demethylation. inhibition, % at 2.35 µM. 0.069% of 330,000 active. AID 2099, 2009;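 active means more than half of a compound's replicate wells show inhibition beyond 50%, single wells judged on their own value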;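 further: signal counts dimethyl H3K9 product captured on neutravidin plate; 0% = median of DMSO wells and 100% = 0.3 times that DMSO median; strong numbers were not always called active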
Target sequence (Q9H3R0 1-420 limits assumed): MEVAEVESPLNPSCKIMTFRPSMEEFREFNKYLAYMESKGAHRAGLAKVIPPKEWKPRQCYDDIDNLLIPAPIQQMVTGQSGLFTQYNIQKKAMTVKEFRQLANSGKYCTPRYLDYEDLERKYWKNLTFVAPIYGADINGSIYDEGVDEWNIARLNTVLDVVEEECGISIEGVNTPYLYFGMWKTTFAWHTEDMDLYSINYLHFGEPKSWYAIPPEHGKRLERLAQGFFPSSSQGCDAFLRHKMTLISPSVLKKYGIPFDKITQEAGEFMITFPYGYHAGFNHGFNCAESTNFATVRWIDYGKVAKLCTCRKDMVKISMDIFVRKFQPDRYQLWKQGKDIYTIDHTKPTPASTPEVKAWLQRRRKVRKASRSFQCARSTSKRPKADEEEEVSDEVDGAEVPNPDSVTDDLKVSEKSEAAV
PP5 inh – PP5 phosphatase inhibitors, primary screen, biochemical, fluorescence. Serine/threonine-protein phosphatase 5 (Homo sapiens), P53041. purified PP5c, OMFP substrate fluorescence. inhibition, % at 6.7 µM. 0.18% of 320,000 active. AID 1987, 2009;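 active means inhibition above the campaign's mean inhibition across all tested compounds plus 3 SD, cut at about 9.5% in these data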;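 further: 0% = DMSO only and 100% = 100 µM cantharidin control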
Target sequence (P53041 whole entry, looked up): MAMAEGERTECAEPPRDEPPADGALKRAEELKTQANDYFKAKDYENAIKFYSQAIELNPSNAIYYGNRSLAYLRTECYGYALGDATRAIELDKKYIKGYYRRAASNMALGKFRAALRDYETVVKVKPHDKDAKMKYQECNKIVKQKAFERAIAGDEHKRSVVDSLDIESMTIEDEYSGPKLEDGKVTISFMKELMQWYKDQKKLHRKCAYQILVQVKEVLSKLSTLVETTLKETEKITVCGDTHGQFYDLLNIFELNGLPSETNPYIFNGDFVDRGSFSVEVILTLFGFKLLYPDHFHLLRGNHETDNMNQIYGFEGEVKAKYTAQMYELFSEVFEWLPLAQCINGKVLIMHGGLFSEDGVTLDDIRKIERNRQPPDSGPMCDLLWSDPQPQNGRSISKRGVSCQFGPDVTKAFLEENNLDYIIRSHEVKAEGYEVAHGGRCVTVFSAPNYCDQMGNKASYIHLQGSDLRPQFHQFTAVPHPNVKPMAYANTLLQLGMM
PREPL inhibitor – PREPL enzyme inhibitors, primary screen, biochemical, fluorescence polarization. AID 2751, 2010. Prolyl endopeptidase-like (Homo sapiens), Q4J6C6. 0.68% of 320,000 active. inhibition, % at 5.96 µM. recombinant PREPL, fluorescence polarization activity-based probe; in the data active means inhibition above about 43%;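 further: 0% = enzyme with DMSO and 100% = wells lacking enzyme; many of its hits are not listed in these tables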
* = called active by the depositor; x = not tested or not shown.

A first look, 2 compounds:
no.	compound	PP1 counter	LYPLA2 inh	PP5 inh	CTSL1 counter	Efflux pump inh	JMJD2C inh	PREPL inhibitor	TPT1 inhibitor	HCV core dimer
1	COc1ccc(-c2noc(CCC(=O)N3CCN(c4cc(C)ccc4C)CC3)n2)cc1	3.5	1.3	3.8	1.2	-0.1	2.1	4.6	1.4	1.1
2	COc1ccc(CCNC(=O)[C@H](CC(C)C)NC(=O)N2CCn3c2nc2ccccc23)cc1OC	10.0	6.6	0.0	8.1	0.1	12.8	7.4	-2.5	-9.4

All compounds of this part, previewed entries included:
no.	compound	PP1 counter	LYPLA2 inh	PP5 inh	CTSL1 counter	Efflux pump inh	JMJD2C inh	PREPL inhibitor	TPT1 inhibitor	HCV core dimer
1	COc1ccc(-c2noc(CCC(=O)N3CCN(c4cc(C)ccc4C)CC3)n2)cc1	3.5	1.3	3.8	1.2	-0.1	2.1	4.6	1.4	1.1
2	COc1ccc(CCNC(=O)[C@H](CC(C)C)NC(=O)N2CCn3c2nc2ccccc23)cc1OC	10.0	6.6	0.0	8.1	0.1	12.8	7.4	-2.5	-9.4
3	Oc1ccc(/C=N/Nc2ccc(Cl)nn2)c(O)c1O	17.7*	1.1	2.4	-4.7	-1.6	14.6	27.0	-2.3	-21.8
4	Cc1cccc(CN2CCN(C(=S)Nc3ccccc3)CC2)c1	-1.9	17.0	-0.2	-1.4	0.0	4.8	7.9	-0.2	-3.2
5	O=S(=O)(Nc1nc2ccccc2nc1NCC1CCCO1)c1ccccc1 (configuration not stated)	-3.8	-7.8	-0.1	5.0	0.1	8.6	-2.2	3.6	-1.9
6	COc1ccc(N2C(=O)C3CCCN3C2c2cccc(F)c2)cc1Cl (configuration not stated)	-2.6	2.3	0.7	-2.4	0.1	-11.5	3.0	-1.8	0.7
7	N/C(=N\OC(=O)c1cccs1)C1(c2ccc(Cl)cc2Cl)CC1	-6.2	3.4	-0.4	-4.4	0.1	9.0	-5.2	-5.3	0.8
8	C/C(=N\NC(=O)C1CC1)c1ccc(NC(=O)c2ccc(Br)o2)cc1	-3.3	3.0	-0.4	0.6	0.1	1.9	6.8	-1.1	-5.1
9	Cc1cnccc1CNC(=O)CC1C(=O)NCCN1CC(C)(C)C (configuration not stated)	-2.4	0.5	1.8	-0.1	-0.1	-0.8	14.4	-16.8	-6.8
10	CCn1ccnc1CN1CCCC(C(=O)c2ccc3cc(OC)ccc3c2)C1 (configuration not stated)	1.1	-2.7	2.4	-2.2	-0.3	-4.1	38.2	-0.5	4.0
11	COc1ccc(NC(=O)CSc2nncn2C)c([N+](=O)[O-])c1	0.6	2.2	-1.9	0.6	-2.6	-29.9	10.1	-0.7	3.0
12	NC(=O)NC(=O)CSc1nnc(-c2ccc(Cl)cc2)n1CC1CCCO1 (configuration not stated)	-2.7	-3.4	0.1	-4.2	0.0	2.8	-0.5	-0.9	-1.2
13	O=C(NCCCNc1ccc([N+](=O)[O-])cc1)C(F)(F)F	-1.9	-5.5	-0.6	3.9	0.4	9.2	-8.8	-1.2	3.0
14	O=C(NCCN1CCOCC1)c1cc(-c2ccco2)on1	-1.8	0.0	-0.5	-3.1	0.1	-7.2	0.8	0.6	-2.0
15	Nc1nnc(CSCc2ccccc2)s1	-2.8	8.0	-0.2	-3.6	-0.1	-0.9	3.1	-4.7	-5.2
16	CCN(CC)CCCOc1ccc(C)cc1Br	0.4	-6.1	1.9	1.9	0.0	40.1	15.4	-2.5	4.4
17	O=C(CNC(=O)c1ccncc1)Nc1ccc(F)c(F)c1	3.5	-0.2	-3.0	-1.8	-0.1	-14.3	-3.6	0.9	13.1
18	CCN(CC)S(=O)(=O)c1ccc2[nH]c(=O)cc(C(=O)N(C)C3CCS(=O)(=O)C3)c2c1 (configuration not stated)	-6.2	4.8	0.0	x	-0.1	0.7	-1.3	x	x
19	CCc1noc(C)c1C(=O)N(Cc1ccccc1)c1c(N)n(CCOC)c(=O)[nH]c1=O	-4.2	5.3	-1.2	2.1	-0.1	8.9	-0.4	4.8	0.4
20	CC(=O)N1CCN(c2ccc(NC(=O)c3cccc(Cl)c3Cl)cc2)CC1	2.6	7.3	-0.3	-4.8	0.1	2.6	7.7	-0.9	4.9
21	COC(=O)c1[nH]cnc1C(=O)c1ccccc1	-2.1	4.3	1.5	-0.6	-0.1	-0.8	20.4	-0.9	-1.6
22	Cc1ccc(C(=O)N/C(=C\c2ccc(-c3ccccc3[N+](=O)[O-])o2)C(=O)NCCN(C)C)cc1	-6.0	0.6	6.3	3.9	0.2	50.0	15.6	-7.9	-15.3
23	COc1ccccc1-c1cc(C(F)(F)F)nc(NCc2ccco2)n1	4.9	-7.3	1.6	-0.6	-0.2	-3.4	-3.4	-1.4	-1.3
24	COc1cccc(N(CC(=O)NC2CCCCC2)C(=O)CCCC(=O)Nc2ccccn2)c1	1.0	5.1	1.6	-6.7	0.0	12.6	-3.1	-0.5	6.8
25	COc1ccccc1-n1c(C)nc2cc(C(=O)NCC3CCCO3)ccc21 (configuration not stated)	-2.9	-1.4	0.8	-0.5	-0.2	-5.7	5.7	-2.1	-10.2

Complete entries as entered above. Order of values: PP1 counter	LYPLA2 inh	PP5 inh	CTSL1 counter	Efflux pump inh	JMJD2C inh	PREPL inhibitor	TPT1 inhibitor	HCV core dimer
O=C(NCCN1CCOCC1)c1cc(-c2ccco2)on1 is entered as -1.8	0.0	-0.5	-3.1	0.1	-7.2	0.8	0.6	-2.0
Nc1nnc(CSCc2ccccc2)s1 is entered as -2.8	8.0	-0.2	-3.6	-0.1	-0.9	3.1	-4.7	-5.2

(listing goes on)
no.	compound	PP1 counter	LYPLA2 inh	PP5 inh	CTSL1 counter	Efflux pump inh	JMJD2C inh	PREPL inhibitor	TPT1 inhibitor	HCV core dimer
26	Cn1c(=O)c(Nc2ccc(O)cc2)c2c3c(cccc31)C(=O)c1ccccc1-2	9.4	9.6	4.5	1.5	0.5	59.6*	38.2	-50.0	18.0
27	CC(=O)Cc1nsc(NC(=O)c2ccc(F)cc2)n1	-4.4	-0.8	-4.3	5.3	-0.2	-48.2	12.2	-0.8	-5.0
28	CCOC(=O)c1c(NC(=O)CS(=O)(=O)c2cn(CC)c3ccccc23)sc2c1CCCCC2	5.5	-7.8	6.4	6.4	0.0	-20.0	4.4	-1.8	13.6
29	COc1ccc(C)cc1NC(=O)C(=O)c1cn(CC(=O)N2CCCC2)c2ccccc12	3.7	-37.0	4.3	0.6	-1.8	0.6	-13.3	-3.9	9.7
30	Cc1ccc(C)c(OCCC(=O)OCC(=O)NCCNC(=O)COC(=O)CCOc2cc(C)ccc2C)c1	-1.7	-7.9	5.8	-3.1	0.1	2.4	-0.1	-0.9	-5.2
31	N=c1c(C(=O)NC2CCCC2)cc2c(=O)n3ccccc3nc2n1C1CCCCC1	1.0	1.4	0.7	-1.4	0.0	19.0	5.5	0.3	-5.0
32	Cc1ccc(S(=O)(=O)N2CCC(=O)N(C(COCc3ccccc3)C(C)C)CC2)cc1 (configuration not stated)	0.0	7.7	2.9	0.2	0.1	-1.3	9.1	7.6	1.8
33	CCN(CC)C(=O)C1CCCN(C(=O)c2cc(COc3ccc4ncccc4c3)on2)C1 (configuration not stated)	-2.5	-0.3	-0.4	-5.0	0.1	9.9	22.9	-3.0	-3.7
34	Cc1cccc(NC(=S)Nc2cccc3ccccc23)c1	-0.7	-1.6	1.3	-1.5	-0.1	-3.1	10.2	-0.4	0.1
35	CC(O)Cc1cn(CC(=O)N2CCN(C(=O)OC(C)(C)C)CC2)nn1 (configuration not stated)	-3.8	-5.2	1.0	-2.5	x	10.2	10.3	-3.4	9.2
36	COc1ccc(Br)cc1S(=O)(=O)n1nc(C)cc1C	-0.6	4.7	0.9	0.2	-0.1	-2.8	0.2	1.0	-3.3
37	CCC(C)c1ccc(O)c(/C=N/O)c1 (configuration not stated)	-2.2	-1.7	0.6	-2.6	0.0	-0.7	3.1	1.4	3.2
38	CCn1c(C)nnc1SCC(=O)Nc1ccc2c(c1)OCCO2	0.4	-7.8	2.1	-0.4	0.0	-6.7	-0.4	-3.9	2.6
39	NC(=O)c1ccccc1NC(=O)CSc1nc2c(c(=O)[nH]1)CCCC2	2.6	-5.9	-1.2	-0.2	0.0	33.2	-2.7	-2.4	-2.7
40	COc1ccc(C(=O)Nc2nc3ccccc3s2)cc1	5.5	-9.9	5.0	-0.2	0.2	-12.2	-5.3	-0.4	6.6
41	COc1cc(/C=N/n2nnnc2N)cc(OC)c1OC	-5.0	5.0	0.9	-0.6	-0.2	7.0	-2.6	-1.8	2.4
42	Cc1ccc(C)c(NC(=O)CCN2CCN(C)CC2)c1	-3.4	4.0	0.8	-3.5	0.0	1.9	7.6	-1.9	-9.2
43	Cc1ccccc1NC(=O)CSc1ccsc1[N+](=O)[O-]	-1.3	8.1	2.8	-1.3	-0.5	-0.9	13.3	2.9	42.5
44	O=S(=O)(c1ccccc1)N1CN(Cc2ccc(F)cc2)c2nc3ccccc3nc21	6.4	-2.1	3.0	1.1	0.0	5.4	-7.4	-0.7	4.6
45	CCOc1ccc2cc(C(=O)NCc3ccccc3)c(=N)oc2c1	-1.2	10.7	2.0	7.5	0.2	45.6	8.6	3.8	3.4
46	O=C(Nc1ccc(Cl)c(S(=O)(=O)N2CCCCC2)c1)c1ccco1	-3.0	0.2	1.9	x	0.0	8.1	4.1	x	x
47	C=CCNC(=O)/C(=C\c1ccc([N+](=O)[O-])cc1)NC(C)=O	1.3	-4.7	-1.1	6.7	0.1	-2.3	-4.5	0.5	-0.3
48	COc1ccc(C(=O)N/N=C/C(Br)=C/c2ccccc2)cc1	-2.0	-1.7	2.3	4.9	0.1	-0.6	7.3	-1.1	-7.5
49	COC(=O)C1=C(O)/C(=C\c2ccc(CNC(=O)C(=O)Nc3ccc(C)cc3)o2)N=C1C	-0.1	-2.8	1.8	-0.5	0.1	2.2	16.1	-4.2	23.1
50	CCn1c(C(=O)N2CCCC(C(=O)NCCCc3ccccc3)C2)cc2sccc21 (configuration not stated)	-1.5	-9.5	3.0	2.8	-0.1	-4.9	7.6	0.0	0.1
51	O=C(NCc1cccnc1)c1cccnc1Sc1ccc(Cl)cc1	-1.7	4.6	0.0	-1.6	-0.1	2.7	1.8	-3.0	0.0
52	COC(=O)c1cc(-c2c(-c3ccc4c(c3)OCO4)noc2-c2ccsc2)cc([N+](=O)[O-])c1	-4.2	-8.1	0.9	-1.1	-0.1	-37.4	5.5	-0.7	-8.2
53	CN(C)CCCN(C(=O)c1ccc(S(=O)(=O)N2CCCCCC2)cc1)c1nc2c(F)cc(F)cc2s1	-0.9	6.2	-2.1	0.0	0.0	-7.9	13.4	3.3	0.0

Copied from the list.
`COc1ccc(C(=O)N/N=C/C(Br)=C/c2ccccc2)cc1` in JMJD2C inh has -0.6
`CCN(CC)C(=O)C1CCCN(C(=O)c2cc(COc3ccc4ncccc4c3)on2)C1` (configuration not stated) in CTSL1 counter has -5.0
`CC(=O)Cc1nsc(NC(=O)c2ccc(F)cc2)n1` in PP1 counter has -4.4

Compound activity: PubChem BioAssay, several laboratories

An excerpt (hit frequency here may not be typical).
